# BoNT A protease: blocks Botulinum neurotoxin A light chain protease | multiplex microsphere protease substrate cleavage, flow cytometry | inhibition, % at 10 µM | actives 0.17% (n = 360,000) | AID 588499; further: plate controls were buffer without enzyme for full effect and enzyme alone for no effect
# BH1578 lux ind: quorum light induction in luxS cqsA deficient V. cholerae | V. cholerae BH1578 lux reporter, luminescence, 6 h | actives 0.16% (n = 350,000) | activation, % at 18.7 µM | AID 588436; in the data active means activation mostly above about 9.7%, no sharp cut-off; inconclusive means no clear call, values can overlap the other calls; inactive means mostly below about 3.7%; further: not every result past the cut was called active; inactives centre near 0; reference of the scale not given here
# SSB-PriA inh: K. pneumoniae PriA-SSBct interaction inhibition | AID 1272365 | inhibition, % at 33 µM | actives 0.6% (n = 430,000) | AlphaScreen SSBct-PriA binding, biotinylated peptide; in the data active means inhibition mostly above about 37%, no sharp cut-off; inactive means mostly below about 20%;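 further: plate controls were negative control peptide for no effect and reference peptide for full effect; strong numbers were not always called active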
# TcdB inh: blocks C. difficile toxin B glycohydrolase activity | P18177 | TcdB glycohydrolase enzymatic assay, plate reader | inhibition, % at 9.99 µM | actives 0.24% (n = 350,000); in the data active means inhibition above about 10%
# Y pestis TopoI: blocks Yersinia pestis topoisomerase I activity. Y. pestis Topo-I cleavage product accumulation, plate reader. activity, % at 10 µM. actives 0.064% (n = 360,000). AID 504884; in the data active means activity above about 50%, passing the limit was not always enough; inconclusive means no clear call, values can overlap the other calls; further: inactives centre near 2
# PfHsp40 yeast: restores yeast growth despite PfHsp40 toxicity; S. cerevisiae expressing PfHsp40, growth rescue, ATP luminescence; growth rescue, % at 12.5 µM; actives 0.68% (n = 340,000); AID 504582; in the data active means growth rescue above about 28%, passing the limit was not always enough; inconclusive means no clear call, values can overlap the other calls;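 further: yeast W303a lacking pdr1 and pdr3 grown in galactose medium; growth measured after three days at 30 °C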
# PrPC TRFRET: reduces human prion protein on the cell surface. P04156. cell surface PrPC, TR-FRET read-out. inhibition, % at 13.8 µM. actives 0.43% (n = 370,000); in the data active means inhibition above about 24%; further: 0% = median of the test wells and 100% = reference compound wells
# SARS 3CLpro inh: SARS-CoV 3CLpro protease inhibition. P0C6X7. recombinant SARS-CoV 3CLpro, quenched FRET peptide cleavage. inhibition, % at 6 µM. actives 0.14% (n = 290,000). AID 1706; in the data active means inhibition above about 12%
# Anthrax LF prot: inhibitors of Bacillus anthracis lethal factor protease | P15917 | multiplex microsphere protease cleavage assay, LF | inhibition, % at 10 µM | actives 0.12% (n = 360,000) | AID 588501; further: plate controls were buffer without enzyme for full effect and enzyme alone for no effect
# Target sequence (P15917 whole entry, looked up): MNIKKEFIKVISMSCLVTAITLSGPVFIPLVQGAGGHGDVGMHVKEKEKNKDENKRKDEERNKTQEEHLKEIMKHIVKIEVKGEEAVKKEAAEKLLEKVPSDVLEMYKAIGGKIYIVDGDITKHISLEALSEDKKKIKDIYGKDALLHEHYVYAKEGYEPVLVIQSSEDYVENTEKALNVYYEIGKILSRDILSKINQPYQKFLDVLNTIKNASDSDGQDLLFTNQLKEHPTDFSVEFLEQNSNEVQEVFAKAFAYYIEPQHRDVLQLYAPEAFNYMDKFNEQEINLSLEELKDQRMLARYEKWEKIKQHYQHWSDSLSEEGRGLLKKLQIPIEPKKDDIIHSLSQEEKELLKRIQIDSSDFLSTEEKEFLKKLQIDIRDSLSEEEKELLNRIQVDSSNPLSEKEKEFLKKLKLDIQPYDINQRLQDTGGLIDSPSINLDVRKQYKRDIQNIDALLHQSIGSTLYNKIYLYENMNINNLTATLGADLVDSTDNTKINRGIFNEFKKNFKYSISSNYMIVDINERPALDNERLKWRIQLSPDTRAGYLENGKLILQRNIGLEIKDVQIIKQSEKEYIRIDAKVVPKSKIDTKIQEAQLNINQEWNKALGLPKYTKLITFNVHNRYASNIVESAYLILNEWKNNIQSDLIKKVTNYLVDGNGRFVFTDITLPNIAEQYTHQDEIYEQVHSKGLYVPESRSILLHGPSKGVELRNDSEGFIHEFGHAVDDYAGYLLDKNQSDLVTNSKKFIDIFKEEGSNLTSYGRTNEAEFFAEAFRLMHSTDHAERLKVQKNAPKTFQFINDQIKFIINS
# * marks the source's active call; other numbers are inactive results; i = inactive; ? = inconclusive; · = no result given; & = joins results of further samples. Unless noted, no stated cut-off is given here; in the data, active means inhibition above about 30%; inconclusive means no clear call, values can overlap the other calls; inactive means below that. An excerpt; count on the stated rates, not on these rows.
SMILES,BoNT A protease,BH1578 lux ind,SSB-PriA inh,TcdB inh,Y pestis TopoI,PfHsp40 yeast,PrPC TRFRET,SARS 3CLpro inh,Anthrax LF prot
CC(=O)N1N=C(c2ccc(C)cc2)OC1c1ccc(C)cc1 (stereo not drawn),0.3,i,-3,·,5,0.1,-1,-1,-9
Cc1c(Br)c([N+](=O)[O-])nn1C(C)C(=O)NCc1ccco1 (stereo not drawn),-0.5,0.4,10,·,7,-0.7,-6,-1,-4
CC(=O)c1ccc(NC(=O)c2ccc3c(Cl)c4c(nc3c2)CCCC4)cc1,-0.9,-0.4,-10,·,0,0.1,-2,8,0
CC(C)CCN(C(=O)CNC(=O)c1cccs1)C(C(=O)NC1CCCCC1)c1cccnc1 (stereo not drawn),-1.8,0.1,-7,-1.6,-3,0.9,-3,2,-9
CC(=O)N/C(=N\c1nc(C)cc(C)n1)Nc1ccc2ccccc2c1,3.7,i,·,1.4,-6,-0.9,1,-3,3
COc1ccc(NC(=O)C2C(c3ccccc3)C2(Cl)Cl)c(OC)c1 (stereo not drawn),0.3,-0.4,-25,0.3,8,-0.7,4,-3,-16
O=C(NCc1ccccc1)NC1(C(=O)N2CCN(c3ncccn3)CC2)CCCCC1,-0.3,-2.0,-4,·,1,-0.3,-3,-4,-2
CCOc1ccc(NC(=O)CCSc2nnc(C)s2)cc1,-1.0,-0.3,-5&-14,·,-6,-0.7,9,2,2
CCCCCCNC1=NCCS1,-0.8,-0.3,-11,0.7,-2,-0.8,-1,4,-1
COc1ccc([C@H](NC(=O)OC(C)(C)C)C(=O)OC(C)(C)C)cc1,0.2,i,-17,1.5,8,-0.5,-2,·,-9
CCCCn1c(N)c(N(CCC(C)C)C(=O)C2CC(=O)N(c3cccc(SC)c3)C2)c(=O)[nH]c1=O (stereo not drawn),-0.1,i,-1,-0.9,6,0.7,-2,·,3
CC(C)CNC(=S)N1CCC(C(=O)c2ccc(Cl)cc2)CC1,0.0,1.5,·,2.7,9,·,11,·,0
CO/N=C/CC(=O)c1ccc([N+](=O)[O-])c(CS(=O)(=O)c2ccc(Cl)cc2)c1,1.7,-0.6,·,1.7,-4,1.9,-10,1,-10
COc1ccc(-c2noc(CCCC(=O)NCc3ccco3)n2)cc1OC,0.4,-0.6,-13,·,10,0.2,0,2,-6
COc1cc(OC)c(NC(=S)NCc2ccccc2)cc1Cl,0.2,-0.3,13,1.4,4,0.6,4,4,-3
O=[N+]([O-])c1ccc(-c2ccc(C=Nc3cccc4ccccc34)o2)cc1,1.7,i,32,·,-11,1.7,-34,5,-6
Cc1cc(F)ccc1NC(=O)c1cc(S(=O)(=O)N2CCCC2)cn1C,-0.7,-0.1,-5,1.4,-2,-0.1,5,-3,-7
CN(C(=O)COC(=O)CCc1c[nH]c2ccccc12)c1ccccc1,-0.6,i,-31,-0.7,17,0.4,-3,·,2
Nc1cc(C(=O)OCC(=O)NCc2ccco2)ccc1Cl,0.0,·,2,0.1,1,0.0,1,3,1
C#CCOC(=O)c1ccccc1C(=O)N(CC)CC,?,-0.2,-10,-0.4,8,0.2,5,-5,0
CC1=CC2OC3CC4OC(=O)C=CC=CC(C(C)O)OCC(O)C5(C)OC5C(=O)OCC2(CC1O)C4(C)C31CO1 (stereo not drawn),-0.2,i,·,2.6,-1,·,89*,·,-5
CC(=O)Nc1ccc(NC(=O)c2ccc(N(C)S(=O)(=O)c3ccc(C)cc3)cc2)cc1,0.4,-0.1,4,0.7,1,-0.2,1,2,-1
Cc1ccccc1Nc1c(-c2ccncc2)nc2ccc(Br)cn12,-1.0,-0.2,21,·,16,3.0,18,-1,0
Cc1ccc2cc(CN(C(=O)c3cccnc3)C(C)C)c(=O)[nH]c2c1,6.5,-0.9,-12,·,0,-2.4,-1,-2,6
O=C(Nc1cnn(Cc2c(Cl)cccc2Cl)c1)c1ccc([N+](=O)[O-])cc1,-0.4,i,-11,·,-8,-0.5,-18,2,0
CN(C)S(=O)(=O)c1ccc(NC(=O)C2CC(=O)N(Cc3ccccc3)C2)cc1 (stereo not drawn),0.3,-0.5,-14,3.7,4,-1.2,-3,5,-7
O=C(c1ccc(CS(=O)c2cccc(Cl)c2)o1)N1CCOCC1 (stereo not drawn),-3.0,i,3,1.1,-3,-1.3,0,-7,-4
Cc1c(N(C(=O)CNC(=O)c2ccccc2)C2(C(=O)NC3CCCCC3)CCCCC2)c(=O)n(-c2ccccc2)n1C,-0.1,-0.2,-5,-0.5,-3,2.2,3,-1,1
Cc1cc(S(=O)(=O)N2CCN(c3ccccc3O)CC2)c(C)s1,-1.6,-0.2,-6,0.8,8,0.9,6,3,-3
Cc1ccc(C(=O)N/C(=C\c2cccs2)C(=O)N2CCOCC2)cc1C,-0.3,i,-13,1.5,2,-1.0,1,-3,-9

# Individual results from above.
# Reading for Cc1c(N(C(=O)CNC(=O)c2ccccc2)C2(C(=O)NC3CCCCC3)CCCCC2)c(=O)n(-c2ccccc2)n1C in Y pestis TopoI: -3
# Reading for Cc1cc(S(=O)(=O)N2CCN(c3ccccc3O)CC2)c(C)s1 in BoNT A protease: -1.6
# Reading for Cc1ccc(C(=O)N/C(=C\c2cccs2)C(=O)N2CCOCC2)cc1C in Anthrax LF prot: -9

# Further entries:
SMILES,BoNT A protease,BH1578 lux ind,SSB-PriA inh,TcdB inh,Y pestis TopoI,PfHsp40 yeast,PrPC TRFRET,SARS 3CLpro inh,Anthrax LF prot
COC(=O)C(C)Oc1ccc(Oc2nc(Cl)ccc2Cl)cc1 (stereo not drawn),0.4,-0.3,-50,0.9,-16,1.1,-4,1,1
CC1(c2cc(C(F)(F)F)n3nc(C(=O)O)cc3n2)CC1,1.0,i,-1,·,-7,-1.2,-1,-2,4
CC1CCC(NC(=O)CN(C)S(=O)(=O)c2cccc3cccnc23)CC1 (stereo not drawn),-0.1,i,-23,-1.3,6,-1.4,5,-1,4
CCOC(=O)c1cc(S(=O)(=O)N2CCCC2)cn1C,-2.1,i,-14,-0.1,3,0.3,-4,-2,2
Cc1ccc(C)c(NC(=O)C2CCCN(S(=O)(=O)c3c(C)nn(C)c3C)C2)c1 (stereo not drawn),-1.4,i,5,1.1,5,-0.7,1,0,-1
COc1cccc2c1C(CCCC(=O)O)CCC2 (stereo not drawn),-0.6,i,1,-0.2,2,-0.5,-10,·,-11
CCOc1cc2[nH]c(=S)n(Cc3ccc(C(=O)NCCCOC)cc3)c(=O)c2cc1OCC,-0.7,i,-4,-1.7,10,-1.2,4,-5,4
COc1ccc(-c2noc(N3CCCC(C(=O)Nc4ccc(C(C)=O)cc4)C3)n2)cc1 (stereo not drawn),-1.5,-0.3,0,0.8,-3,-0.1,-4,-1,3
O=C(Nc1ccccc1C(F)(F)F)C1CCN(C(=O)c2cccs2)CC1,0.9,-0.3,3,-1.1,-1,0.0,3,-3,-2
CC(=N\NC(=O)c1cc(Br)ccc1O)/C(=N/O)C(=O)Nc1ccccc1,0.8,i,·,0.1,-10,0.1,5,1,-1

# Quoted from the results shown, 16 compounds:
SMILES,BoNT A protease,BH1578 lux ind,SSB-PriA inh,TcdB inh,Y pestis TopoI,PfHsp40 yeast,PrPC TRFRET,SARS 3CLpro inh,Anthrax LF prot
O=C(Nc1cnn(Cc2c(Cl)cccc2Cl)c1)c1ccc([N+](=O)[O-])cc1,-0.4,i,-11,·,-8,-0.5,-18,2,0
CN(C)S(=O)(=O)c1ccc(NC(=O)C2CC(=O)N(Cc3ccccc3)C2)cc1 (stereo not drawn),0.3,-0.5,-14,3.7,4,-1.2,-3,5,-7
O=C(c1ccc(CS(=O)c2cccc(Cl)c2)o1)N1CCOCC1 (stereo not drawn),-3.0,i,3,1.1,-3,-1.3,0,-7,-4
Cc1c(N(C(=O)CNC(=O)c2ccccc2)C2(C(=O)NC3CCCCC3)CCCCC2)c(=O)n(-c2ccccc2)n1C,-0.1,-0.2,-5,-0.5,-3,2.2,3,-1,1
Cc1cc(S(=O)(=O)N2CCN(c3ccccc3O)CC2)c(C)s1,-1.6,-0.2,-6,0.8,8,0.9,6,3,-3
Cc1ccc(C(=O)N/C(=C\c2cccs2)C(=O)N2CCOCC2)cc1C,-0.3,i,-13,1.5,2,-1.0,1,-3,-9
COC(=O)C(C)Oc1ccc(Oc2nc(Cl)ccc2Cl)cc1 (stereo not drawn),0.4,-0.3,-50,0.9,-16,1.1,-4,1,1
CC1(c2cc(C(F)(F)F)n3nc(C(=O)O)cc3n2)CC1,1.0,i,-1,·,-7,-1.2,-1,-2,4
CC1CCC(NC(=O)CN(C)S(=O)(=O)c2cccc3cccnc23)CC1 (stereo not drawn),-0.1,i,-23,-1.3,6,-1.4,5,-1,4
CCOC(=O)c1cc(S(=O)(=O)N2CCCC2)cn1C,-2.1,i,-14,-0.1,3,0.3,-4,-2,2
Cc1ccc(C)c(NC(=O)C2CCCN(S(=O)(=O)c3c(C)nn(C)c3C)C2)c1 (stereo not drawn),-1.4,i,5,1.1,5,-0.7,1,0,-1
COc1cccc2c1C(CCCC(=O)O)CCC2 (stereo not drawn),-0.6,i,1,-0.2,2,-0.5,-10,·,-11
CCOc1cc2[nH]c(=S)n(Cc3ccc(C(=O)NCCCOC)cc3)c(=O)c2cc1OCC,-0.7,i,-4,-1.7,10,-1.2,4,-5,4
COc1ccc(-c2noc(N3CCCC(C(=O)Nc4ccc(C(C)=O)cc4)C3)n2)cc1 (stereo not drawn),-1.5,-0.3,0,0.8,-3,-0.1,-4,-1,3
O=C(Nc1ccccc1C(F)(F)F)C1CCN(C(=O)c2cccs2)CC1,0.9,-0.3,3,-1.1,-1,0.0,3,-3,-2
CC(=N\NC(=O)c1cc(Br)ccc1O)/C(=N/O)C(=O)Nc1ccccc1,0.8,i,·,0.1,-10,0.1,5,1,-1

# Going on with the list.
SMILES,BoNT A protease,BH1578 lux ind,SSB-PriA inh,TcdB inh,Y pestis TopoI,PfHsp40 yeast,PrPC TRFRET,SARS 3CLpro inh,Anthrax LF prot
CCC(C(=O)NC1CCCCC1)n1c(SCc2cccc(F)c2)nc2ccncc21 (stereo not drawn),-0.5,-0.2,-16,0.0,24,-0.7,-5,-4,0
CCOC(=O)c1cc(C(O)(C(F)(F)F)C(F)(F)F)c(/N=C/N(C)C)o1,-1.7,6.2,·,·,3,0.3,-6,3,-2
S=C(NCCCN1CCOCC1)Nc1ccc(Nc2ccccc2)cc1,-1.1,-1.0,8,5.3,3,-0.5,-3,2,3
CC(=O)c1ccc(NC(=O)NCc2ccc(F)cc2)cc1,0.9,i,-15,1.5,4,-0.8,3,-3,3
N#C/C(=C\c1ccc(Sc2nc3ccccc3[nH]2)o1)c1ccccc1,0.6,i,-1,·,-5,1.8,9,-1,-1
OCCC1CN(Cc2ccc(-n3cccn3)cc2)CCN1Cc1ccccc1 (stereo not drawn),0.0,-0.3,-10,1.1,2,-1.1,5,3,-2
O=C(COc1ccccc1)NCc1cccs1,-0.3,-0.1,-11,·,3,-0.8,1,1,-5
CC(NC(=O)CNC(=O)c1cccc(Cl)c1)c1ccccc1 (stereo not drawn),-5.1,0.0,66*,0.4,3,0.2,-5,2,-3
CN(Cc1ccccc1)S(=O)(=O)c1ccc(NC(=O)C2CCCO2)cc1 (stereo not drawn),0.4,-0.5,-7,0.1,6,9.7,1,2,-2
C=CCn1c(-c2ccccc2)ccc(C#N)c1=O,0.1,-1.2,-91,·,-7,0.0,0,0,0
COc1cc(OC)c2ccc(=O)oc2c1C(CC(=O)N1CCCC(C)C1)c1ccc2c(c1)OCO2 (stereo not drawn),-0.3,i,9,0.3,20,-0.9,-5,·,13
C=C1C(=O)OC2CC3(C)OC3C3OC3C3=CC(OC3=O)C12 (stereo not drawn),0.5,-0.3,·,-0.2,3,·,93*,·,0
CCNC(=O)COc1ccc(F)cc1C(=O)c1cnn(-c2ccccc2)c1,1.7,-0.2,-9,2.0,9,2.2,-5,0,-2
O=C(NCc1ccccc1)NCc1cccs1,-0.7,-0.3,-2,1.0,0,-1.3,-6,-1,0
O=C(/C=C/c1ccc(S(=O)(=O)NCc2ccco2)cc1)NCc1cccc(Cl)c1,-0.9,-0.3,-1,·,13,1.8,7,5,-1
